From PubChem BioAssay
Giardia kill: kills Giardia lamblia; Giardia lamblia trophozoite viability; activity change, % at 7.66 µM, hits read low; AID 540267; 340,000 compounds, 0.15% hits; in the data active = activity change below about -80%; inconclusive = between about -30% and that limit;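 also: parasites exposed to compound for two days anaerobically before the ATP read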
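Killing of trophozoites was scored by loss of ATP luminescence after a 48 hrs anaerobic exposure to compounds at 37 deg C, using 100 cells per well.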
KCNH2 3.1 inh: KCNH2 3.1 (human) potassium channel inhibition; activity change, % (tested at about 1.8 µM); U2OS KCNH2 3.1, thallium flux FluxOr; hits give low values; 340,000 compounds, 0.95% hits; AID 720553;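 active = maximum activity change below -70%; inconclusive = maximum activity change from -70% to -50%; inactive = maximum activity change above -50%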;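 also: thallium influx rate constant from kinetic fluorescence after stimulation buffer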
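U2OS cells transduced with KCNH2 3.1 mutant virus (1.77 x 10^8 /mL, 4 h), plated overnight at 37 C, loaded 45 min with FluxOr dye plus Red40 quencher. Thallium flux rate constant from kinetic reads after stimulation buffer, normalised to controls.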
uPA generation: inhibitors of cell surface uPA generation; cell surface uPA generation assay, qHTS; Potency, µM (titrated, usually from 38.3 µM), inactives show at the highest dose activity change, negative = inhibition, actives largely listed as inhibitors; 330,000 compounds, 0.31% hits; AID 540303; active = well fitted inhibition curve with a large enough effect; inconclusive = small, poorly fitted or top-dose-only effect; inactive = no such curve, though single readings can be large or run the other way; tested in mouse RAW 264.7 cells; also: potency is read from the fitted curve at half-maximal effect; nearly all actives have a fitted effect of over 55% in size
Active calls of the source: *; ? = inconclusive; [ ] = dose if it differs, or a comment. % is scaled to controls: 0 for no effect and ±100 for the full control effect. These rows are one share of the data; rates above refer to the full screens.

mol	Giardia kill	KCNH2 3.1 inh	uPA generation
COc1ccc(C2=CCCCCC2)c(OC)c1OC	-7	5	1%
Cc1ccc(S(=O)(=O)N2CCC[C@H]2C(=O)OCc2nc3ccccc3s2)cc1	13	-8	0%
CCOC(=O)c1[nH]c2ccccc2c1N=CN(C)C	2	-2	-6%
CCn1cnc2cc(NC(=O)COc3ccc(C)cc3)ccc21	-8	8	9%
CC[C@H](C)[C@H]1CNC(=S)N1CC1CCN(CCC23CC4CC(CC(C4)C2)C3)CC1	29	1	-25%
CN(C)c1ccc(/C=N/NC(=O)c2nnn(-c3nonc3N)c2CN2CCCCCC2)cc1	3	-38	7%
O=C(Nc1ccc(S(=O)(=O)O)cc1)c1ccc2c(c1)S(=O)(=O)c1ccccc1C2=O	-23	-4	8%
Nc1ccc(Cc2ccc([N+](=O)[O-])cc2)cc1	-23	-27	-3%
CCCNC(=O)c1cccc(COCC(F)(F)F)c1	-3	?	12%
O=C1c2ccc(-c3nc4ccccc4o3)cc2C(=O)N1Cc1ccccc1	19	2	15%
O=C(NCc1ccc2c(c1)OCO2)c1ccccc1Cl	-3	8	-5%
COc1cc(CNCc2ccncc2)ccc1OCC(N)=O	47[activator]	3	2%
COc1ccc(COCC(O)CN2CCN(S(=O)(=O)c3c(F)cccc3F)CC2)cc1OC (centres undefined)	-14	3	-9%
Cc1ccc(S(=O)(=O)c2cc3c(=O)n4cccc(C)c4nc3n(CCc3ccccc3)c2=N)cc1C	-17	-18	9%
COc1nc(=O)n(C2CCCO2)cc1C (centres undefined)	-5	3	0%
O=C(Nc1ccc(S(=O)(=O)N2CCOCC2)cc1)C1CCN(S(=O)(=O)c2ccc(Cl)cc2)CC1	30[activator]	-14	?
O=C(Nc1scc(-c2ccc(Br)cc2)c1C(=O)O)c1ccccc1F	8	-5	-5%
CC(C)=CCC12Oc3cc(O)ccc3C1(O)Oc1cc(O)c([C@H]3C=C(C)CC(c4ccc(O)cc4O)[C@H]3C(=O)c3ccc(O)cc3O)c(O)c1C2=O (some centres undefined)	13	-1	5%
CCOc1ccc(C(=O)NCC(=O)NNC(=O)CN(C)S(=O)(=O)c2ccc(Cl)cc2)cc1OCC	12	9	2%
C=C(C)CNC(=O)c1ccc(OC2CCN(C(=O)COC)CC2)cc1	-2	2	12%
CCOC(=O)C[C@H]1c2ccccc2S(=O)(=O)N1c1cccc(OC)c1	6	11	1%
CC(C)(C)OC(=O)N(Cc1ccccc1)Cc1cccc(OCc2cccc(NC(=O)c3ccccc3)c2)c1	5	-11	-9%
CCOC(=O)[C@H](C)N1[C@H](C)[C@H](c2ccccc2)Oc2ccc(Cl)cc2S1(=O)=O	39[activator]	-17	15%
CCC(/C=C1\Oc2ccc(OC)cc2N1C)=C\c1sc2ccccc2[n+]1CCCS(=O)(=O)[O-]	-2	11	2%
Cn1c(=O)c(S(=O)C2CCCCC2)c(O)c2ccccc21 (centres undefined)	-2	-3	2%
CCN(CC)C(=O)n1nc(C)c(CN2C(=O)c3ccccc3C2=O)c1C	8	-1	1%
COc1ccccc1N1CCN(CC(=O)Nc2cc(C)nn2-c2nc(C)cc(C)n2)CC1	-13	-7	?
CC(C)C[C@@H](CNCC(=O)[C@H](CC(=O)O)NC(=O)c1[nH]cnc1C(=O)N[C@H](CN)CC(C)C)NC(=O)c1nc[nH]c1C(=O)N[C@@H](Cc1ccccc1)C(=O)O	-1	6	0%
CCCCn1c(N)c(N(Cc2ccccc2OC)C(=O)C(C)Oc2ccc(Br)cc2)c(=O)[nH]c1=O (centres undefined)	-4	0	4%
CCN1C[C@@H]2[C@@H]3C(=O)N(Cc4ccccc4)C(=O)[C@@H]3[C@](C)(C1=O)N2C(=O)c1ccc(F)cc1	-1	5	5%
CN(Nc1cccc(Cl)c1)c1cccc(Cl)c1	0	-3	6%
CC(C)N1CCN(c2ccc(OCC3COC(Cn4cncn4)(c4ccc(Cl)cc4Cl)O3)cc2)CC1 (centres undefined)	-25	-10	-11%
CSC1=NCCN1C(=O)C(C)(C)Oc1ccc(Cl)cc1	26	13	-7%
Cc1cc(=O)n(C(C)Cc2ccccc2)n1C(C)Cc1ccccc1 (centres undefined)	14	-13	3%
COc1ccc(COC(=O)CCc2c[nH]c3ccccc23)cc1F	13	-14	-7%
C#CCOCCOCCOCCNc1nc(N2CCN(C(=O)Cn3cc(CC(C)O)nn3)CC2)nc(N2CCN(C(=O)[C@H]([C@@H](C)CC)n3cc(CCCCN)nn3)CC2)n1 (some centres undefined)	15	1	-2%
COc1cc(C2c3cc4c(cc3OC(N3CCCCC3)C2C)OCO4)cc(OC)c1O (centres undefined)	-4	13	-15%
c1ccc(-c2cnnc(-c3ccccn3)n2)cc1	8	0	-21%
O=C1SCCN1N=Cc1ccc([N+](=O)[O-])o1	-85*	21	-12%
CC(C)(C)OC(=O)N1CCN(C(=O)OCC2c3ccccc3-c3ccccc32)CC1C(=O)O (centres undefined)	27	15	-4%
CC(C)Cn1cnc2c(SCc3ccccc3Cl)nc(N)nc21	12	-20	-3%
COc1ccccc1CN1CCN(C(=O)c2cccc3ccccc23)CC1	-10	-11	11%
Cc1ccc(S(=O)(=O)n2nc(OC(=O)c3ccco3)cc2N)cc1	5	-7	4%
COc1cc(C)ccc1OCCCOc1cc(C)ccc1Cl	5	-8	12%
CCOC(=O)N1CCC(NS(=O)(=O)c2cc3c(cc2Br)CCN3C(=O)CC)CC1	11	-9	1%
CN(C(=O)c1cccc(NC(=O)Cc2ccc(NC(=O)C3CCCN(C(=O)C4CCCCC4)C3)cc2)c1)C1CCCC1 (centres undefined)	-4	-5	9%
CN(C(=O)c1cccc(NC(=O)Cc2ccc(NC(=O)C3CCCN(S(=O)(=O)c4cccc([N+](=O)[O-])c4)C3)cc2)c1)C1CCCCC1 (centres undefined)	-10	-7	9%
Cc1cccc(NS(=O)(=O)c2cccc(C(=O)NCC(c3ccc(F)cc3)N3CCOCC3)c2)c1 (centres undefined)	-11	-33	6%
O=C(O)C[C@H]1c2ccccc2S(=O)(=O)N1C1CCCC1	?	18	4%
Cn1c(=O)c2[nH]c(C(O)c3ccc(Cl)cc3)nc2n(C)c1=O (centres undefined)	3	-15	-7%
COC(=O)CCC(C)C1CCC2C3CCC4CC(O)CCC4(C)C3CC(O)C12C (centres undefined)	8	13	7%
CN(/N=C/c1ccccc1)C(=S)c1ccccc1	-24	17	-6%
COc1c(C=O)c2c(c(OC)c1OC)-c1ccc(OC)c(=O)cc1C(NC(C)=O)CC2 (centres undefined)	-5	2	-12%
CN(CC(=O)Nc1ccc(F)c(F)c1F)C(=O)Cc1ccc(S(=O)(=O)N2CCOCC2)s1	-8	-2	9%
CC12CCCCC1=CC(=O)CC2 (centres undefined)	16	-4	-1%
CC(C)c1ccc(C2OCC(C)([N+](=O)[O-])CO2)cc1 (centres undefined)	1	9	5%
CCC1CCc2c(sc(N)c2C(N)=O)C1 (centres undefined)	8	6	2%
CCOC(=O)C1C(=O)C(=O)N(C2CCCCC2)C1C(=O)OCC (centres undefined)	5	-10	-1%
CC(=O)OC1CCC2(C)C(CCC3C2CC(=O)C2(C)C3CC(C3CCCC3=O)C2C(C)=O)C1 (centres undefined)	-12	28	3%
CC(=O)Nc1ccc(Nc2nc(-c3c(C)nc4ccccn34)cs2)cc1	12	5	?

Record cards, from the list above.
`CC12CCCCC1=CC(=O)CC2` (centres undefined) is listed with Giardia kill = 16; KCNH2 3.1 inh = -4; uPA generation = -1%
`CCC1CCc2c(sc(N)c2C(N)=O)C1` (centres undefined) is listed with Giardia kill = 8; KCNH2 3.1 inh = 6; uPA generation = 2%

Following part:
mol	Giardia kill	KCNH2 3.1 inh	uPA generation
O=c1[nH]c2cc(F)ccc2c2ccc(F)cc12	-9	11	9%
Cc1oc2ccc(O)cc2c1C(=O)c1ccc(Br)cc1	3	-7	-6%
Cc1ccc(OCCCCCCN2CCNCC2)c(Br)c1	0	-23	-3%
COC(=O)C1=C(C)N(CCCC(=O)O)C(=O)NC1c1ccc(OC)cc1 (centres undefined)	-17	-14	-9%
O=C(OC12CC3CC(CC(C3)C1)C2)c1ccc(NCc2cc(O)ccc2O)cc1	-12	9	-2%
Oc1ccc(Cl)cc1CNC1CCCCC1	-3	-2	-4%
O=C(NCCCCc1ccccc1)c1cccc(NC(=O)C2CCCCC2)c1	-13	-11	7%
O=c1cc(-c2cccc(F)c2)oc2ccccc12	5	-23	-4%
COc1ccc(C(=O)Nc2ccc3[nH]ccc3c2)cc1OC	-16	1	-6%
CCCN1C(=O)/C(=C/c2ccc(OCc3ccc(C(=O)O)cc3)c(OC)c2)NC1=S	7	16	0%
CC(=O)C1CCC2C3CCC4=CC(=O)C=CC4(C)C3C(=O)CC12C (centres undefined)	17	6	-2%
Cc1ccc(NS(=O)(=O)c2ccccc2)c(NS(=O)(=O)c2ccccc2)c1	1	18	0%
O=c1ncn(-c2cccc(Cl)c2)c2ccccc12	-1	4	-4%
CC1(C2CCC3(C)OC3C2)CO1 (centres undefined)	-1	-3	6%
COc1ccc(-c2noc3c2-c2nc(-c4ccc(Br)cc4)sc2CC3)cc1	-1	15	-6%
CN(C(=O)c1cccc(NC(=O)Cc2ccc(NC(=O)C3CCN(C(=O)C4CCCCC4)CC3)cc2)c1)C1CC1	17	-9	0%
COc1cccc(CN(C)CCCn2cnc(C(=O)Nc3ccc(C)c(C)c3)n2)c1	-24	-9	-4%
CCOC(=O)COc1c(Cl)cc(/C=C2\N=C(C)OC2=O)cc1OC	29	2	-1%
Oc1cc(CNCc2ccccc2)c(O)cc1CNCc1ccccc1	-9	19	-1%
CN(C)c1nc(OCc2ccccc2)c2ncc(=O)[nH]c2n1	-20	31	-20%
O=C(Cn1cc(COc2cccc([N+](=O)[O-])c2)nn1)c1ccc(O)cc1	-7	4	11%
Cc1ccc(Nc2cccc(C(F)(F)F)c2)nn1	-2	4	-1%
COc1cc(CCC(=O)NCCc2ccc(F)cc2)cc(OC)c1OC	-1	0	9%
Cc1cc(Cl)cc2sc(=S)[nH]c12	10	9	-1%
CN(C)c1ncnc2c1ncn2C1CCCO1 (centres undefined)	-2	15	3%
O=C(Nc1ccnn1C1CCNCC1)c1ccc2c(c1)OCO2	9	28	8%
Cc1cc(Cl)c(OCCOCCN2CCNCC2)c(Cl)c1	2	-3	-12%
Cc1ccc(N2C(=O)c3ccccc3C2(O)c2ccccc2)cc1 (centres undefined)	-1	9	38%[activator]
COC(=O)C1(C)COP(=O)(NC23CC4CC(CC(C4)C2)C3)OC1 (centres undefined)	-1	3	-2%
CCC(=Cc1ccccc1OC)c1ccncc1	2	-7	-5%

(cont.)
compound	Giardia kill	KCNH2 3.1 inh	uPA generation
CC(C)(C)[C@@H]1C=C(C(N)=O)O[C@H](OCCCCO)C1	-4	10	8%
c1ccc(CSc2nccc(-c3ccco3)n2)cc1	24	-7	-5%
CCC(c1ccccc1)C(CC)c1cc(O)c(O)c(O)c1 (centres undefined)	57[activator]	-9	-8%
Cc1cccc(C)c1OCc1cn(CC(=O)c2ccc(O)cc2)nn1	-17	4	14%
CCN(CC)CCNC(=O)c1ccc(NC(=O)Cc2ccc(OC)c(S(=O)(=O)N3CCOCC3)c2)cc1	13	-10	-7%
COc1cc(OCc2ccc(C)cc2)ccc1CNC[C@H]1O[C@@H](n2cnc(C(N)=O)n2)[C@H](O)[C@@H]1O	13	12	4%
COc1ccc(S(=O)(=O)N(C)CC(=O)NCCCN2CCOCC2)cc1C	-8	-9	2%
CN1OC[C@@H]2CN(C(=O)C(C)(C)C)[C@H](c3cccc(-c4ccccc4)c3)C[C@@H]21	-13	-19	2%
CN(C)S(=O)(=O)c1ccc(Cl)c(NC(=O)COC(=O)CNS(=O)(=O)c2c(F)cccc2F)c1	1	-22	16%
CCOc1ccccc1NC(=O)c1cccnc1	-14	-5	-3%
O=C1NC(Cc2ccccc2)C(=O)N1Cc1ccccc1 (centres undefined)	-3	13	3%
Cn1ncc2c(=O)[nH]nnc21	5	4	1%
COc1ccc(NC(=O)C2CCOC2=O)cc1 (centres undefined)	-5	-6	18%
CC(O)CN(CC(C)O)c1ccc2c(c1)Cc1cc([N+](=O)[O-])ccc1-2 (centres undefined)	3	-44	8%

Single values from the results shown.
Giardia kill with CCC(c1ccccc1)C(CC)c1cc(O)c(O)c(O)c1 (centres undefined) reads 57[activator]
uPA generation with CN(C)S(=O)(=O)c1ccc(Cl)c(NC(=O)COC(=O)CNS(=O)(=O)c2c(F)cccc2F)c1 reads 16%
uPA generation with c1ccc(CSc2nccc(-c3ccco3)n2)cc1 reads -5%
KCNH2 3.1 inh with CC(O)CN(CC(C)O)c1ccc2c(c1)Cc1cc([N+](=O)[O-])ccc1-2 (centres undefined) reads -44
